Screens as filed in PubChem.
All columns: NCI-60 one-dose screen, growth in % after 48 h at 10 µM unless noted; 100 = growth as untreated, 0 = no growth, -100 = all killed.
RPMI-8226 – RPMI-8226 leukemia cells | 77,000 compounds, 7.5% hits | AID 1794781
HOP-92 – HOP-92 NSCLC cells; 71,000 compounds, 6.3% hits
EKVX – EKVX NSCLC; 71,000 compounds, 3% hits
A549/ATCC – A549/ATCC NSCLC; 81,000 compounds, 3.7% hits
CCRF-CEM – CCRF-CEM leukemia; 77,000 compounds, 7% hits
MOLT-4 – MOLT-4 leukemia cells; 80,000 compounds, 6.9% hits
HOP-62 – HOP-62 NSCLC | 80,000 compounds, 3.9% hits | AID 1794735
M14 – M14 melanoma. 80,000 compounds, 6.2% hits
An asterisk follows results filed as active; . = not tested or not shown; & = joins results of further samples; [ ] = dose if it differs, or a comment. The calls were made as follows: active = growth percent below 10; inactive = the rest.

SMILES	RPMI-8226	HOP-92	EKVX	A549/ATCC	CCRF-CEM	MOLT-4	HOP-62	M14
CSc1nnc2n(Cc3ccccc3)c(=O)c3c(C)c(C(N)=O)sc3n12	.	.	105	104	.	.	104	112
c1ccc(NCCc2ccccn2)cc1	.	84	114	98	92	96	102	116
Cc1nnsc1C(=O)Nc1ncnc2nc[nH]c12	96	107	96	90	79	96	97	100
O=C(NCc1ccccc1)C(=O)C(Cc1ccccc1)NC(=O)c1cc(O)c(O)c(O)c1 (configuration not stated)	100	99	106	105	72	92	90	97
COC(=O)c1nc(N)nc(C(=O)OC)c1C(=O)/C=C/c1ccccc1	103	111	99	108	100	102	97	109
CCN(CC)CCN1c2ccc(C)cc2Sc2ccc3ccccc3c21	57	30	77	.	62	61	82	71
Cc1c2c[n+](C(C)C)ccc2c(C)c2c1[nH]c1ccccc12	.	.	29	20	.	15	.	30
O=C(O)/C=C/C(=O)Nc1ccc2c(c1)Cc1cc(Br)ccc1-2	89	98	88	97	91	105	83	101
Cc1ccc2ncc(-c3nnn(-c4ccc([N+](=O)[O-])cc4)c3C)c(C(=O)O)c2c1	104	93	107	95	94	89	92	87
Cc1ccc(C(=O)/C(=C\c2ccc([N+](=O)[O-])cc2)S(=O)Cc2ccc(Cl)cc2)cc1 (configuration not stated)	-28*	65	82	84	4.9*	7.8*	47	41
Cn1c(=O)c2[nH]c(SC/C(=N/O)c3ccc([N+](=O)[O-])cc3)nc2n(C)c1=O	91	84	97	96	89	98	106	95
N#Cc1c(NCc2ccccc2Br)sc2c1CCCC2	100	108	98	102	104	108	117	109
O=C(CCCCCCC(=O)Nc1ccc(-c2csc3c(=O)cc(N4CCOCC4)oc23)cc1)NO	83	67	102	96	72	91	93	89
COc1ccc(-c2nc(-c3nc4ccc(C(F)(F)F)cc4[nH]3)cc3c2[nH]c2ccccc23)cc1	49	63	.	57	51	44	82	66
O=S(=O)(O)c1cnccn1	104	94	97	74	112	101	72	100
CN=C1C=CC(=C(c2ccc(N(C)C)cc2)c2ccc(N(C)C)cc2)C=C1	0.4*	-39*	3.7*	-24*	3.7*	3.4*	-23*	-65*
COc1ccc(OC)c2c(=O)c(C(=O)O)c[nH]c12	97	84	.	104	92	93	91	97
N#Cc1c(-c2ccc(Cl)cc2)nc(SCc2ccccc2)nc1N1CCNCC1	23	22	72	67	46	53	79	82
Nc1c(Br)cc(Br)cc1-c1n[nH]c(=O)[nH]c1=O	100	55	.	113	.	66	94	101
COc1ccc(-c2nc3sc(C)nn3c2/C=C/C(=O)c2ccc(OC)c(OC)c2)cc1	79	.	.	95	97	81	80	109
O=c1c2c3c(sc2[nH]c(=S)n1-c1ccc(S(=O)(=O)Nc2ccc(Cl)nn2)cc1)CCCC3	103	65	77	101	47	98	86	99
CC1=NN(c2ccc(/C=C/c3ccc(NC(=O)Nc4ccc(/C=C/c5ccc(N6N=C(C)C(N=Nc7ccccc7C(=O)O)C6=O)cc5S(=O)(=O)O)c(S(=O)(=O)O)c4)cc3S(=O)(=O)O)c(S(=O)(=O)O)c2)C(=O)C1N=Nc1ccccc1C(=O)O (configuration not stated)	105	102	106	113	105	105	119	95
COc1ccc(-n2cc(-c3ccc(Br)cc3)nc2SCC(=O)c2ccc(-c3ccccc3)cc2)cc1	91	67	89	71	84	90	82	80
CCNC(=O)N1CCc2cc(OC)c(OCCc3ccc(OC)nc3)cc2C1c1ccc(OC)cc1C (configuration not stated)	31	.	62	30	39	26	31	30
Nc1ccc(N=Nc2ccc(N=Nc3c(S(=O)(=O)O)cc4cc(S(=O)(=O)O)c(N=Nc5ccc(N=Nc6ccc(N)cc6N)cc5)c(O)c4c3N)cc2)c(N)c1	108	.	86	78	93	112	112	109
N#CCCN1N=C(c2ccc(Cl)cc2)OC(c2ccccc2)C1=O (configuration not stated)	93	78	93	60	100	92	94	91
Cc1ccc(/C=C/C(=O)c2ccc(NC(=O)CSc3nnc(-c4c[nH]c5ccccc45)n3-c3ccccc3)cc2)cc1	4.3*	92	77	96	94	68	96	82
O=C(NCCc1ccc(Cl)cc1)c1[nH]c2ccccc2c1Cl	97	82	91	93	108	77	85	98
Cn1c(=O)c2nc3n(c2n(C)c1=O)C(=N)C(C(=O)c1ccccc1)N=N3 (configuration not stated)	107	119	124	94	110	99	.	102
CC(C)COC1OCCCC1C(OCC(C)C)C(C)C (configuration not stated)	85	79	99	99	.	87	96	.
Fc1cc(-c2nnc(Nc3ccccc3Cl)o2)cc(F)c1F	71	98	93	83	78	67	104	108
CC(=O)N1N=C(c2ccc(C)cc2)CC1c1cn(-c2ccccc2)nc1-c1cccc(Nc2ccnc3cc(Cl)ccc23)c1 (configuration not stated)	-11*	79	.	68	-20*	23	-20*	87
COc1cc(CNC(=O)CCCC/C=C/C(C)C)ccc1OCc1cn(-c2ccc(C#N)cc2)nn1	65	80	91	85	86	88	103	95
CC(=O)OC[C@H]1O[C@@H](OC(C)=O)[C@H](N2C(C(C)=O)=NN(c3ccc(Br)cc3)C2c2ccc(Cl)cc2)[C@@H](OC(C)=O)[C@@H]1OC(C)=O (some centres not stated)	38	68	54	56	59	44	78	64
Cc1nc2sc(C(=O)Nc3ccccc3)c(N)c2cc1C(=O)c1ccc(C(F)(F)F)cc1	102	116	79	43	102	108	91	93
CCCNCCC(C)=O	108	.	90	96	107	112	106	105
NC(=O)c1n[nH]n2c1nc(=O)c1sc3c(c12)CCCC3	112	99	98	99	106	106	98	95
Nc1nnc(-c2ccccn2)c(-c2c[nH]c3ccccc23)n1	101	93	87	100	96	105	95	100
Cc1cc(C)n2nc(N)nc2n1	110	.	101	101	95	96	112	113
Cc1cn(C2CC(O)C(COC(c3ccccc3)(c3ccccc3)c3ccccc3)O2)c(=O)[nH]c1=O (configuration not stated)	81	43	49	45	.	76	116	97

In the list so far, these have two or more sulfur atoms.
SMILES	RPMI-8226	HOP-92	EKVX	A549/ATCC	CCRF-CEM	MOLT-4	HOP-62	M14
CSc1nnc2n(Cc3ccccc3)c(=O)c3c(C)c(C(N)=O)sc3n12	.	.	105	104	.	.	104	112
O=c1c2c3c(sc2[nH]c(=S)n1-c1ccc(S(=O)(=O)Nc2ccc(Cl)nn2)cc1)CCCC3	103	65	77	101	47	98	86	99
CC1=NN(c2ccc(/C=C/c3ccc(NC(=O)Nc4ccc(/C=C/c5ccc(N6N=C(C)C(N=Nc7ccccc7C(=O)O)C6=O)cc5S(=O)(=O)O)c(S(=O)(=O)O)c4)cc3S(=O)(=O)O)c(S(=O)(=O)O)c2)C(=O)C1N=Nc1ccccc1C(=O)O (configuration not stated)	105	102	106	113	105	105	119	95
Nc1ccc(N=Nc2ccc(N=Nc3c(S(=O)(=O)O)cc4cc(S(=O)(=O)O)c(N=Nc5ccc(N=Nc6ccc(N)cc6N)cc5)c(O)c4c3N)cc2)c(N)c1	108	.	86	78	93	112	112	109

(further entries)
SMILES	RPMI-8226	HOP-92	EKVX	A549/ATCC	CCRF-CEM	MOLT-4	HOP-62	M14
COC(=O)CCN(C(=O)OC)c1ccccc1	104	101	.	92	114	98	113	103
Cc1cc(C)c2c(Cc3cn4ccc(C)cc4nc3=O)cc(=O)oc2c1	100	101	99	86	93	95	95	99
COC(=O)[C@]1(C)CCC[C@]2(C)[C@H]3C[C@H]4C(C(C)C)=C[C@]3(CC[C@H]21)[C@@H]1C(=O)N(N)C(=O)[C@@H]14	97	.	94	102	96	96	93	107
COc1cc(-c2nc(SC(C)C)nc(Nc3cccc(C)c3)c2C#N)cc(OC)c1OC	.	106	109	91	104	93	103	108
COc1cc(/C(C#N)=C/c2ccc3c(c2OC)OCO3)cc2c1OCO2	32	61	46	28	.	51	31	-3.7*
COCCOC(=O)C1=C(C)NC2=C(C(=O)CC(c3ccccc3OC)C2)C1c1cccc(O)c1 (configuration not stated)	26	42	69	51	65	74	40	54
COC(=O)CNc1nc(N(C)O)nc(N(C)O)n1	36	35	48	47	15	26	34	46
COc1ccc2c(c1)O/C(=C/c1ccc(OCC(=O)Nc3ccccc3)cc1)C2=O	89	85	95	92	81	91	96	100
Cc1cc(C)nc(N)c1	108	71	96	103	111	111	100	92
CS(=O)(=O)c1ccc(-c2nc3cc(Cl)ccc3n2CC(=O)N/N=C/c2ccc(F)cc2)cc1	87	90	88	87	82	85	79	94
Nc1nc(Cl)c2ncn(Cc3cc4c(cc3Br)OCO4)c2n1	36	89	108	66	59	72	48	95
NNC(=S)N1N=C(c2cc3ccccc3o2)CC1c1c[nH]c2ccccc12 (configuration not stated)	28	50	35	48	7.5*	10	.	52
O=C(CSc1nc2ccccc2c(=O)n1-c1ccccc1)Nc1ccc(S(=O)(=O)Nc2nccs2)cc1	37	89	91	84	35	50	80	79
Cc1ccc(-c2nc3cc4nc5ccccc5nc4cc3n2CC(=O)NN)cc1	119	100	109	103	108	86	106	111
CC1=N/C(=C\c2ccco2)C(=O)N1CCc1ccc(S(N)(=O)=O)cc1	91	95	101	99	92	99	102	101
NCC(O)c1ccc(O)c(O)c1 (configuration not stated)	110&101	61&97	100	106&107	104&104	105&94	115&94	102&106
CC(C)(C)OC(=O)C(c1ccccc1)c1ccccc1	104	.	.	102	100	102	105	105
CC(=O)N1N=C(c2cc3ccccc3oc2=O)CC1c1cn(-c2ccccc2)nc1-c1ccc(Cl)cc1 (configuration not stated)	119	92	99	99	107	114	93	100
COc1ccc(/C=C/C(=O)c2cccc(OCCCOc3cccc(C(=O)/C=C/c4ccc(OC)cc4)c3)c2)cc1	78	82	78	78	48	52	85	69
CCOC(=O)C(=CNc1ccccc1Cl)C(=O)OCC	.	97	106	86	86	.	94	113

Retrieved by compound from the entries so far:
SMILES	RPMI-8226	HOP-92	EKVX	A549/ATCC	CCRF-CEM	MOLT-4	HOP-62	M14
CCOC(=O)C(=CNc1ccccc1Cl)C(=O)OCC	.	97	106	86	86	.	94	113
NNC(=S)N1N=C(c2cc3ccccc3o2)CC1c1c[nH]c2ccccc12 (configuration not stated)	28	50	35	48	7.5*	10	.	52
NCC(O)c1ccc(O)c(O)c1 (configuration not stated)	110&101	61&97	100	106&107	104&104	105&94	115&94	102&106
Cc1ccc(-c2nc3cc4nc5ccccc5nc4cc3n2CC(=O)NN)cc1	119	100	109	103	108	86	106	111

Next part.
SMILES	RPMI-8226	HOP-92	EKVX	A549/ATCC	CCRF-CEM	MOLT-4	HOP-62	M14
CCOC(=O)c1sc2nc(-c3ccccc3)c(C#N)c(N)c2c1N	94	86	97	91	102	89	101	103
CC(C)/C(=C/C(=O)O)C(=O)O	105	101	99	100	104	104	98	108
O=c1[nH]c(SCc2ccccc2)nc2ccccc12	101	102	101	98	98	103	105	109
Oc1c(-c2n[nH]c(=S)o2)sc2nnc(-c3ccccc3)c(-c3ccccc3)c12	102	72	102	107	96	91	100	100
CC(=O)c1c[nH]c2ccc(-c3ccnc(Nc4ccc(NC(=O)C5CCCC5)c(CN5CCOCC5)c4)n3)cc12	-42*	-5.7*	-47*	4.8*	-11*	-16*	2.5*	-68*
COC(=O)C1CCC(NNC(=O)c2ccccc2)=N1 (configuration not stated)	114	117	103	97	101	98	98	108
CN(C)c1ccc(C2CC(=O)c3c(oc4cc(O)c(O)cc34)C2)cc1 (configuration not stated)	83	99	93	92	56	72	88	86
Clc1ccc(NC2=NCCN=C(Nc3ccc(Cl)cc3)SS2)cc1	102	74	74	90	95	94	90	98
CCNC(=O)Oc1ccc(/C(=C(\C)c2ccccc2)c2ccc(OCCN(CC)CC)cc2)cc1	75	71	96	65	84	76	96	40
CCCCCCC#CC(=O)O	98	93	.	89	94	109	98	109
NC1=N/C(=C2/CCNC(=O)c3[nH]ccc32)C(=O)N1	108	126	113	94	98	97	108	95
COc1ccc(/C(C)=C(\c2ccc(O)cc2)c2ccc(OCCN3CCCC3)cc2)cc1	94	76	96	102	108	.	103	82
COc1cc(-c2c3c(cn2S(=O)(=O)c2ccccc2)-c2nc(Nc4ccccc4)sc2CC3)cc(OC)c1OC	61	80	.	86	61	72	78	87
O=C(O)c1ccc(-c2nn(-c3ccc(C(=O)O)cc3)cc2/C=N/Nc2ccc(Cl)cc2)cc1	85	90	92	90	73	84	82	97
O=C(Nc1ccc(N=Nc2ccc(S(=O)(=O)O)cc2)cc1)c1ccc(N=Nc2ccc3c(S(=O)(=O)O)cccc3c2O)cc1	94	93	99	103	93	97	113	99
O=C(Cn1c(-c2ccccc2)nc2cc(Cl)c(Cl)cc21)N=Nc1c(O)[nH]c2ccc(Br)cc12	88	66	85	96	105	95	99	89
CCCCC[C@H](O)c1ccccc1[C@@H]1O[C@@H](CCC(=O)OC)[C@H](O)[C@H]1O	100	98	100	91	101	110	102	100
O=S(=O)(O)CCN1CCN(CCO)CC1	110	106	113	104	110	87	116	94
Cc1nc2c(N)n[nH]c(=O)n2n1	105[100 µM]	101[100 µM]	97[100 µM]	108[100 µM]	100[100 µM]	109[100 µM]	98[100 µM]	100[100 µM]
NC(N)=N/N=C/c1ccccc1Cl	83	39	113	86	93	113	93	102
CCOC(=O)c1ccc2c(c1)nc(NS(=O)(=O)c1ccc(C)cc1)n2-c1cc(OC)c(OC)c(OC)c1	98	92	96	101	96	102	106	107
COc1ccc(-c2nc(SCC(C)C)nc(N/N=C\c3ccccc3O)c2C#N)cc1	107	91	104	98	91	102	113	106
Cc1ccc(C(=O)Nc2ccc3c(c2)/C(=C/c2ccc(C)s2)C(=O)N3C)cc1	84	88	73	74	90	85	97	80
Nc1nc(Br)nc2c1ncn2C1CC(O)C(CO)O1 (configuration not stated)	73	52	71	51	27	28	47	-0.9*
COC(=O)c1cc(C)cc(O)c1C	119	118	94	113	104	120	91	105
CCN1CCN(S(=O)(=O)c2oc(-c3ccc(Cl)cc3)nc2C#N)CC1	29	37	96	96	2.3*	0.4*	108	-51*
Cc1ccc2cc(-c3nc4ccccc4[nH]3)c(Cl)nc2c1Cl	100	80	92	109	100	90	93	121
OCc1cnc2ccccc2c1NC1CCCCC1	92	88	99	91	90	95	97	98
Cc1cccc2cc(-c3cc(-c4ccccc4)nc(=S)[nH]3)c(Cl)nc12	81	73	76	96	66	44	97	33

Rows are unselected. About 12% of those tested had a hit in this group.
